Screens (PubChem)
SIRT5 block – blocks human SIRT5 desuccinylation of peptide. Purified SirT5, succinyl-peptide AMC, trypsin-coupled fluorescence. inhibition, % at 15 µM. actives 1.1% (n = 330,000); in the data active = inhibition above about 15%; inconclusive = no clear call, values can overlap the other calls
Target sequence (Q9NXA8 whole entry, looked up): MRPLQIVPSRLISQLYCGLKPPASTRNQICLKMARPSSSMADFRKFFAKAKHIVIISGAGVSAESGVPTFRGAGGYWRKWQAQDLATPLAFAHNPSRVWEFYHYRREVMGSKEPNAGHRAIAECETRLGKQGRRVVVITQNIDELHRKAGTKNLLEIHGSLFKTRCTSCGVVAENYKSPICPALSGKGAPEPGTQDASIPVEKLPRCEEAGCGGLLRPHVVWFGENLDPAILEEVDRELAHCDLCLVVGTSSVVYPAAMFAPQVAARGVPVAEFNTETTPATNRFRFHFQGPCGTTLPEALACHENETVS
FN deposit inh – fibronectin deposition inhibition; AID 743247; AH1F fibroblasts, Alexa488-fibronectin deposition fluorescence, overnight; actives 0.086% (n = 350,000); inhibition, % at 12.6 µM;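 active = mean inhibition across replicates of 30% or more, regardless of how many single replicates reach that level; inconclusive = mean under 30% yet at least half of replicates reach 30%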;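 note: positive control wells lacked labelled fibronectin entirely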
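Measured by – fluorescence 485/525 nm · System – AH1F fibroblast monolayer, labelled fibronectin deposition · Amount – 10000 cells per well · Buffer or medium – serum-reduced DMEM (2% serum) · Doses – single dose, pinned · Also added – fluorescent fibronectin at 24 nM final · Schedule – 1 h cell attachment, overnight exposure to compound and label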
esBAF inh – inhibitors of esBAF chromatin remodeling in mouse ES cells; Bmi1-luciferase knock-in reporter, 24 h; 100% = twice the neutral-well signal; reporter increase, % at 12.5 µM; actives 2% (n = 350,000); in the data active = activation above about 40%; inconclusive = no clear call, values can overlap the other calls;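 note: 0% = median of the plate's neutral control wells and 100% = double that signal; a rise in the Bmi1 reporter signal indicates esBAF inhibition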
S100A4 inh HTS – S100A4-myosin IIA interaction inhibition. inhibition, % at 10.7 µM. AID 652163. actives 0.14% (n = 360,000). S100A4/TAMRA-MyoIIA peptide fluorescence polarization;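 active = mean inhibition of at least 70% across replicates, with every replicate also reaching that level; inconclusive = mean inhibition reaches 70% but some replicates fall short; inactive = mean inhibition below 70%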
Target sequence (P26447 whole entry, looked up): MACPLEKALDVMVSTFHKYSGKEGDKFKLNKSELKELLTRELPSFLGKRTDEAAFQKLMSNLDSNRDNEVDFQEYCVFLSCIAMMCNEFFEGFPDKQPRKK
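incubation = readout 5 min after mixing, signal stable up to 60 min | system = S100A4 monomer protein | buffer or medium = HEPES pH 7.2 with CaCl2, KCl, NaCl, DTT, Triton | benchmarks = neutral control DMSO, positive control TFP | also added = fluorescent myosin IIA peptide, 5 nM | compound dosing = one concentration per compound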
LGR2 antag – blocks bursicon-induced cAMP signaling via Drosophila LGR2; HEK293 LGR2, CRE-luciferase, bursicon-stimulated, 4 h; inhibition, % at 9.99 µM; actives 0.35% (n = 380,000); AID 720647;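 active = drop in luminescence signal, shown as inhibition above about 50% in the replicate tests, limit read from the data, passing the limit was not always enough; inconclusive = probably only some replicates passing the limit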;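 note: agonist challenge used bursicon conditioned medium at about half maximal strength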
Casp6 inh – inhibitors of human caspase-6; actives 0.53% (n = 350,000); P55212; inhibition, % at 12.5 µM; purified caspase-6, Z-VEID-R110 cleavage fluorescence;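 active = mean inhibition across replicates at least about 35%, with every replicate also reaching that limit, limit read from the data; inconclusive = only one of the two criteria met; inactive = neither criterion met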;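 note: 0% = median of neutral control wells and 100% = no fluorescence left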
Target sequence (P55212 24-179 limits assumed): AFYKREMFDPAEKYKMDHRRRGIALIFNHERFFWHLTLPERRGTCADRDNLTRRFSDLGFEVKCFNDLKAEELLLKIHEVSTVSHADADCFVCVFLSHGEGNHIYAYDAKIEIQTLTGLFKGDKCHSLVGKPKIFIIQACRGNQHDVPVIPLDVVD
Target sequence (P55212 194-293 limits assumed): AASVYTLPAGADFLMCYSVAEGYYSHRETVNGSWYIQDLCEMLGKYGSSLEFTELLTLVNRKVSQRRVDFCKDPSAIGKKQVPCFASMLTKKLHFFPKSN
Statin myotox sup – protects C2C12 myotubes from simvastatin toxicity; rescue of ATP level, % at 7.49 µM; ATP luminescence, 48 h; scaled: DMSO 0, geranylgeraniol control 100; AID 602340; actives 0.78% (n = 330,000);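 active = mean ATP rescue above about 67%, or every replicate alone reaching that limit, limit read from the data, passing the limit was not always enough; inconclusive = no clear call, values can overlap the other calls; inactive = mean under the limit and some replicate under it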;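 note: myotubes were challenged with 10 µM simvastatin during compound exposure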
An asterisk follows results filed as active; ? = inconclusive; / = no result given; & = joins results of further samples. A portion of the library; the hit share may differ from the screen's.

SMILES	SIRT5 block	FN deposit inh	esBAF inh	S100A4 inh HTS	LGR2 antag	Casp6 inh	Statin myotox sup
COc1cccc(NC(=S)NC(Cc2ccccc2)c2ccccc2)c1 (configuration not stated)	-34	3	-5	-7	15	4	-19
C[C@@H]1CN([C@@H](C)CO)C(=O)c2cc(NC(=O)CCN3CCOCC3)ccc2O[C@@H]1CN(C)Cc1ccc(C(=O)O)cc1	3	/	-8	-4	-2	-4	-7
CCOC(=O)C1CCCCN1Cc1ccc(OC)c(OC)c1OC (configuration not stated)	/	-2	-4	/	/	/	6
C[C@H](CO)N1C[C@H](C)[C@@H](CN(C)C)Oc2ccc(NS(=O)(=O)c3cccs3)cc2CC1=O	0	/	-1	7	8	0	-10
CC(C)C[C@H]1CN=C(N(C)C)N1CC1CCCCCC1	-11	-3	-14	-5	5	0	-13
CC(C)CNC(=S)N1CCC(c2nc(-c3ccc(F)cc3)no2)CC1	7	16	-3	5	2	-7	-8
Cc1ccc(S(=O)(=O)N2[C@@H](c3cccc(Cl)c3)C(C(=O)O)=CC[C@H]2c2ccc(Cl)cc2)cc1	/	2	0	6	9	15	18
O=C(C1CC1)N1CCc2cc(Br)c(S(=O)(=O)N3CCCCCC3)cc21	/	/	-3	10	2	0	-4
CCN1CCN(CCCNC(=O)c2ccc3c(c2)N(Cc2ccccc2)CCS3)CC1	-26	13	-7	-7	5	19	1
Cc1ccc(C(=O)N/C(=C/C=C/c2ccccc2)C(=O)NCc2ccco2)cc1	/	/	5	/	-13	/	7
Cc1cc2cc(CNC(=O)Cc3ccc([N+](=O)[O-])cc3)ccc2[nH]1	-10	8	5	-2	-1	1	13
Cc1noc(C)c1COc1ccc(C(=O)N2CCN(c3ccccc3F)CC2)cc1	0	1	/	0	10	3	/
N#CCCN1CCCc2cc(N=Nc3ccc(C(F)(F)F)cc3)ccc21	-2	9	?	2	/	-7	-36
CCC(=O)N1[C@H](CO)[C@H](c2ccc(-c3ccccc3OC)cc2)C12CN(C(C)=O)C2	-4	/	/	2	35	0	/
CC(C(=O)O)N1C(=O)C2C3c4ccccc4C(c4ccccc43)[C@@H]2C1=O (some centres not stated)	-2	2	1	-1	10	-2	16
COC(=O)[C@@]1(Cc2ccc(F)cc2)[C@H]2c3cc(C(=O)N(C)C)n(Cc4ccc(OC(F)(F)F)cc4)c3C[C@H]2CN1C(=O)c1ccccc1	/	-4	/	-4	18	-1	/
COc1ccccc1CNC(=O)CSc1ccc(C)cc1	/	-1	/	-3	1	2	/
CC(C)c1nc(SCC(=O)Nc2c[nH]c(=O)[nH]c2=O)c2cnn(-c3ccccc3)c2n1	-5	7	/	4	7	-6	/
COc1cc2[nH]c(=S)nc(NCc3cccc(Cl)c3)c2cc1OC	2	6	-5	-1	15	1	-61
C=CCn1c(=NC(=O)c2ccc(S(=O)(=O)N3CCc4ccccc4C3)cc2)sc2cc(S(N)(=O)=O)ccc21	-3	0	/	-1	-15	-5	/
C[C@H](CO)N1C[C@H](C)[C@H](CN(C)Cc2ccc(C(=O)Nc3ccccc3N)cc2)Oc2c(NC(=O)c3nc4ccccc4s3)cccc2C1=O	7	14	-1	-22	-2	0	42
CCc1nc2ccc(C(=O)Nc3ccc(OC)c(OC)c3)cn2c1N(C)Cc1ccc(OC)cc1	/	-3	1	0	-17	1	-29
COc1ccc(S(=O)(=O)Nc2ccc3c(c2)[C@H]2C[C@@H](CC(=O)NCC4CC4)O[C@@H](CO)[C@H]2O3)cc1	-2	/	-1	-7	-3	-1	4
CCCCNC(=O)C1(C)CCN1C(=O)Cc1ccc(OC)cc1 (configuration not stated)	/	2	-5	0	-5	35	2
COC(=O)C1CCN(C(=O)COC(=O)[C@@H]2CC(O)CN2S(=O)(=O)c2ccc3c(c2)OCCO3)CC1 (some centres not stated)	/	-15	-6	/	-3	/	0
CC(=O)N1N=C(c2cccc([N+](=O)[O-])c2)OC1c1ccc(Cl)cc1Cl (configuration not stated)	/	-4	15	/	/	/	12
O=C(Cc1ccccn1)N[C@H]1C=C[C@@H](CC(=O)N2CCCCC2)O[C@@H]1CO	-1	-6	-5	-69	8	0	-3
COc1ccc(C(=O)NC2CC(C)(C)Cc3c2cnn3-c2ccccc2)cc1OC (configuration not stated)	-15	5	2	-4	-2	-2	-3
COCc1ccc(C(=O)NCC2(N3CCCCC3)CCCCC2)cc1	-4	-17	6	3	-10	-2	15
Cc1oc(-c2ccc(Cl)cc2)nc1CN1CCCC(C(=O)NCc2ccccn2)C1 (configuration not stated)	/	-4	2	/	/	/	-7
O=C(Cc1ccccc1)N1C[C@H]2[C@@H](c3ccccc31)[C@H](CO)N2C(=O)c1ccc(F)cc1	1	/	3	8	-17	-2	-11
COc1ccccc1S(=O)(=O)N1CCN(S(=O)(=O)c2ccccc2C#N)CC1	91*	1	-6	-1	19	-3	-3
COc1ccc(CCNC(=O)Nc2nc(C(N)COCc3ccccc3)cs2)cc1OC (configuration not stated)	/	3	6	4	6	-1	6
COc1cccc(S(=O)(=O)N(C)C[C@H]2OCc3cn(nn3)CCCC(=O)N([C@H](C)CO)C[C@@H]2C)c1	3&-4	6&-11	-5&2&-2	0&-6	14&-7	3&-1	-4&-15&3
FC(F)Oc1ccc(-c2csc(NNC3=NCCCCC3)n2)cc1	15	-11	49*	-1	21	0	15
CNS(=O)(=O)c1cccc(C(=O)OCC(=O)Nc2sc3c(c2C#N)CCCCC3)c1	15	/	17	-3	-18	2	10
Cc1ccc(S(=O)(=O)C2(C(=O)N3CCCCCC3)CC2)cc1	/	1	-1	/	-14	/	10
O=C(NCC[C@H]1CC[C@H](NC(=O)c2cnccn2)[C@@H](CO)O1)c1ccc2c(c1)OCO2	0	-1	-3	2	-18	-1	3
O=C(NCC1CC1)[C@H]1[C@H](CO)[C@H]2Cn3c(cccc3=O)[C@@H]1N2C(=O)c1ccc(F)cc1	7	/	-1	-1	-7	-3	-5
O=C(NCc1ccccn1)C1CC(=O)N(C2CCCC2)C1 (configuration not stated)	-32	1	-6	-11	-12	0	-6
COCC(C)n1c(C)cc(C(=O)CN2c3cccc4cccc(c34)S2(=O)=O)c1C (configuration not stated)	-1	-10	10	0	-6	5	0
COCCNC(=S)N1CCCN(c2nc3cc(C)ccc3cc2C#N)CC1	-1	-1	-3	-3	2	1	-12
O=C(Nc1cccc(Oc2ccccc2)c1)C1Cc2c(-c3ccc4c(c3)OCO4)ccnc2O1 (configuration not stated)	-5	14	0	-5	23	0	8
CO[C@H]1CN(C)C(=O)c2cc(NC(=O)NC3CCCC3)ccc2OC[C@@H](C)N(CC2CC2)C[C@H]1C	-3	-14	/	4	2	5	/
Cc1ccc(S(=O)(=O)NC2(C(F)(F)F)C(=O)Nc3c2c(=O)n(C)c(=O)n3C)cc1 (configuration not stated)	/	/	-4	/	17	/	6
Cc1ccc(OCCn2ccnc2)c(C)c1	/	5	0	0	-1	-5	7
CCCC(=O)C1=C(O)C(C(=O)OC)C(C)(C)CC1=NCCc1ccc(OC)c(OC)c1 (configuration not stated)	-4	-17	/	-5	5	-4	/
COc1ccc(/C=N/NC(=O)c2ccc(=O)[nH]n2)cc1OC	2	-3	/	1	8	-5	/
C[C@@H]1CN([C@@H](C)CO)C(=O)Cc2cc(NC(=O)Cc3cn(C)c4ccccc34)ccc2O[C@@H]1CN(C)S(=O)(=O)c1cn(C)cn1	3	2	-3	-2	1	-1	-1
CC(C)CN(C(=O)CN1CCc2ccccc21)c1c(N)n(CC(C)C)c(=O)[nH]c1=O	0	6	/	-5	-2	-5	/
CC(C)c1ccc(NC(=O)COC(=O)c2c[nH]c(=O)[nH]c2=O)cc1	2	1	/	3	-15	-5	/
CCCC(=O)Nc1ccc2c(c1)C(=O)N(C)C[C@@H](OC)[C@H](C)CN(Cc1ccccn1)[C@H](C)CO2	-5	-8	-3	5	-1	-1	-3
Nc1ccc2c(c1)OCCOCCOCCOCCOCCO2	-1	0	/	13	2	26	/
CCOC(=O)Cc1csc(NS(=O)(=O)c2ccc(SC)cc2)n1	-1	3	/	1	24	2	/
CCCCCCCN1CCC(=O)N([C@H](CO)CC(C)C)CC1	/	-7	3	-2	1	2	0
COc1cccc(C(=O)Nc2ccc3c(c2)C(=O)N(C)C[C@@H](OC)[C@H](C)CN(CC2CC2)[C@@H](C)CO3)c1	6	6	-3	15	-1	-3	17
COc1ccc(-c2noc(CCCC(=O)NCC3CCCO3)n2)cc1 (configuration not stated)	0	-1	-38	1	-16	2	21
CCC(=O)Nc1ccc2c(c1)C(=O)N(C)[C@H]1CC[C@H](CC(=O)N3CCc4ccccc4C3)O[C@H]1CO2	-9	-15	4	-16	12	3	3
COc1ccc(OCCN2CCN(S(=O)(=O)c3ccccc3C#N)CC2)cc1	-2	-1	/	-2	0	0	/
CC(=O)N1[C@H](C(=O)N(C)C)[C@@H](CO)[C@@H]2Cn3c(ccc(-c4ccccc4)c3=O)[C@@H]21	-16	/	2	-9	-14	-3	-10

Of the compounds above, five have two or more sulfur atoms.
SMILES	SIRT5 block	FN deposit inh	esBAF inh	S100A4 inh HTS	LGR2 antag	Casp6 inh	Statin myotox sup
C[C@H](CO)N1C[C@H](C)[C@@H](CN(C)C)Oc2ccc(NS(=O)(=O)c3cccs3)cc2CC1=O	0	/	-1	7	8	0	-10
C=CCn1c(=NC(=O)c2ccc(S(=O)(=O)N3CCc4ccccc4C3)cc2)sc2cc(S(N)(=O)=O)ccc21	-3	0	/	-1	-15	-5	/
COc1ccccc1S(=O)(=O)N1CCN(S(=O)(=O)c2ccccc2C#N)CC1	91*	1	-6	-1	19	-3	-3
CNS(=O)(=O)c1cccc(C(=O)OCC(=O)Nc2sc3c(c2C#N)CCCCC3)c1	15	/	17	-3	-18	2	10
CCOC(=O)Cc1csc(NS(=O)(=O)c2ccc(SC)cc2)n1	-1	3	/	1	24	2	/

Following part.
SMILES	SIRT5 block	FN deposit inh	esBAF inh	S100A4 inh HTS	LGR2 antag	Casp6 inh	Statin myotox sup
COc1ccc(NC(=O)C(CC(C)C)NC(=O)C2CCC(C)CC2)cc1 (configuration not stated)	-2	-15	5	-1	-1	0	-5
COc1ccc(Cl)cc1C(=O)NNC(=O)CSc1nncn1C	/	8	/	-1	-9	5	-10
CCOC(=O)C1CCN(S(=O)(=O)c2cc3c(cc2C)NC(=O)CO3)CC1	-2	5	-11	2	-1	1	-1
COCc1cc(C)n(CC(=O)NCc2ccccc2)c(=O)c1C#N	-2	4	-9	5	28	0	5
COc1ccc(-c2csc(N(CCCN(C)C)C(=O)c3cccs3)n2)cc1	/	3	-9	/	/	/	-17
Cc1noc(C)c1NC(=O)Nc1ccc2c(c1)C(=O)N([C@H](C)CO)C[C@@H](C)[C@@H](CN(C)C(=O)Nc1ccc(C(F)(F)F)cc1)OCCCC[C@@H](C)O2	1	4	-2	-9	6	0	-25
CC(C)(C)OC(=O)NCCc1nnc(SCC(=O)Nc2ccc(Br)cc2)o1	-6	11	/	0	3	-1	/
CC(=O)OC(=C(OC(C)=O)c1ccccc1)c1ccccc1	/	4	2	-4	16	1	3
COc1ccc(N2CCN(C(=S)NCc3ccccc3)CC2)cc1	-3	-9	-5	-10	/	-1	/
COc1ccc(N2C(=O)C(Cl)=C(Nc3ccc(OC)cc3OC)C2=O)cc1	-4	0	8	0	19	1	-2
Cc1ccc(NC(=O)C2CCN(C(=O)OC(C)(C)C)CC2)cc1S(=O)(=O)N1CCCCC1	1	5	-6	6	13	-1	-13
COc1ccc(-c2cnc3c(c2)C(=O)N([C@@H](C)CO)C[C@H](C)[C@@H](CN(C)C(=O)Cc2ccccn2)O3)cc1	-3	/	4	6	0	-2	4
